Assay outcomes deposited in PubChem BioAssay by several laboratories.
Autophagy HCS: alters autophagy in cells; 0.98% of 190,000 active; AID 463193; calls only at 10 µM (by protocol); MEF GFP-LC3 puncta imaging; test concentration mostly 10 µM;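 active = percentage of spot-positive cells more than 3 SD above its plate mean, without a fluorescence outlier flag or 80% toxicity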;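 note: spot-positive cell cutoff set from DMSO-treated cells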
WT yeast gro inh: growth inhibition of WT yeast, mitochondrial fusion screen; 2.1% of 190,000 active; mitochondrial fusion phenotypic screen, WT strain; inhibition, % at 10 µM; in the data active = inhibition above about 58%; tested in S. cerevisiae
Insulin prom up: MIN6 insulin promoter up-regulation. MIN6 insulin promoter-GFP reporter, high-content imaging; hits give high values. 0.3% of 190,000 active. z-score at 5 µM;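 active = z-score above 3 at 5 µM with at least 500 cells counted in the well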
PMI inhibitors: MPI enzyme activity inhibition – biochemical, fluorescence intensity, coupled assay, primary screen (AID 1209). purified PMI enzyme, coupled fluorescence intensity; higher % means a stronger effect. 0.42% of 190,000 active. inhibition, % at 20 µM, or IC50 in µM where a hit was titrated;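 note: plate controls were DMSO vehicle for no effect and wells lacking substrate for full effect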
PMI inhibition: human PMI inhibitors, high substrate, primary screen, biochemical, fluorescence intensity, high mannose 6-phosphate (AID 1220); recombinant PMI enzyme, coupled fluorescence intensity; higher % means a stronger effect; inhibition, % at 20 µM, or IC50 in µM where a hit was titrated; 0.66% of 190,000 active
Yfh1-depleted yeast: enhancers of respiration in Yfh1-depleted yeast, dose response, Friedreich's ataxia, plus single-dose screen (AID 1465). 0.074% of 220,000 active. one-dose fold induction at 50 µM; EC50 in µM for titrated hits. S. cerevisiae Yfh1-off respiration, WST-1 reduction, 72 h; higher fold induction means a stronger effect;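 active = fold induction of absorbance versus untreated yeast above a set limit, then at least 30% activation at any dose in follow-up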;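 note: activators that raise dye reduction in frataxin-depleted yeast; strong numbers were not always called active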
Dynein cargo inh: blocks dynein driven cargo transport along microtubules | 3617.4 mouse cells, GR-EGFP nuclear translocation imaging; test concentration mostly 20 µM; stimulated with dexamethasone, 1 µM; hits give low values | z-score, hits read low | 0.47% of 220,000 active | AID 1381;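 active = plate z-score of nuclear minus cytoplasmic receptor signal below a set negative limit, without overly bright fluorescence or cell loss, cut at about -3.5 in these data, passing the limit was not always enough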;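 note: z-score of nuclear minus cytoplasmic ring GR-EGFP intensity difference per well; some compounds called inactive have numbers as strong as hits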
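Buffer or medium: tet-free medium with charcoal-stripped serum / Also added: dexamethasone agonist, 1.0 µM final, for 30 min / Timing: induction 48 h, compound 1 h, agonist 30 min / Measured by: high-content fluorescence imaging after fixation / Read-out: nuclear-to-cytoplasmic GR-EGFP distribution per well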
bCat nuc transl: alters nuclear translocation of beta-catenin in HeLa cells; immunofluorescence imaging; nuclear translocation activity, % at 5 µM; 0.3% of 190,000 active; AID 1665;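 active = nuclear translocation activity above 50% at 5 µM, with a well cell count of 50 or more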;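 note: per-cell ratio of nuclear to cytoplasmic median beta-catenin stain intensity; plate controls were DMSO negative control for no effect and GSK-3 inhibitor IX positive control for full effect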
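Technique: fluorescence imaging of beta-catenin antibody stain plus DAPI / Material: human HeLa cell line / Incubation: compound treatment 24 h, 37°C, 5% CO2 / Read-out basis: % activation of per-cell nuclear versus cytoplasmic median beta-catenin signal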
MT stabilizer: stabilizes microtubules in HeLa cells; HeLa tubulin immunostaining HCS, 24 h; share of cells brighter than vehicle mean+2SD; % tubulin-high responders, % at 10 µM; 0.83% of 200,000 active; AID 2205;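 active = plate Z-score above 3 for both tubulin-high and condensed-nucleus cell shares, with cell loss under 80%, at 10 µM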;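 note: anti alpha tubulin signal scored within the nucleus-defined area of each cell; some results filed as inactive read as strong as hits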
WT yeast gro inh mutant strain: also measured in WT yeast gro inh; calls as there; inhibition, %; mitochondrial fusion phenotypic screen, mutant strain inhibition
Dynein cargo inh cytoplasmic EGFP: further read-out of Dynein cargo inh, marked with its call; z-score; measured here: cytoplasmic GR-EGFP intensity; hits give high values
Dynein cargo inh nuclear GR-EGFP: also measured in Dynein cargo inh; calls as there; z-score; measured here: nuclear GR-EGFP intensity;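 lower value marks the stronger effect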
Dynein cargo inh cell count: recorded beside Dynein cargo inh, whose call it bears; z-score; measured here: cell count per field
Insulin prom up cell count: recorded beside Insulin prom up, whose call it bears; cell count; measured here: cytotoxicity, nuclei count;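 total cells summed across four imaged fields per well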
bCat nuc transl cell count 5 µM: second read-out of bCat nuc transl, no call of its own (marks repeat the call); cell count; measured here: cell count, cytotoxicity flag
MT stabilizer Hoechst-high %: also measured in MT stabilizer; calls as there; % Hoechst-high responders; measured here: nuclear condensation Hoechst responders;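 share of cells brighter than vehicle mean plus two SD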
MT stabilizer cytotoxicity %: second read-out of MT stabilizer, no call of its own (marks repeat the call); toxicity, %; measured here: cytotoxicity by cell density;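 0% = mean cell density of plate MIN control wells and 100% = no cells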
Autophagy HCS cell loss 18 h: further read-out of Autophagy HCS, marked with its call; toxicity, %; measured here: cell loss, nuclei count;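 cell loss after 18 h compound exposure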
* = called active by the depositor; i = inactive; · = no result given. Cut-off read from the data, not from the text of the source, unless noted: active = inhibition above about 50%; inactive = the rest. The order is random; 5% or so of the library scored in one or more.

SMILES	Autophagy HCS	Autophagy HCS cell loss 18 h	WT yeast gro inh	WT yeast gro inh mutant strain	Insulin prom up	Insulin prom up cell count	PMI inhibitors	PMI inhibition	Yfh1-depleted yeast	Dynein cargo inh	Dynein cargo inh cytoplasmic EGFP	Dynein cargo inh nuclear GR-EGFP	Dynein cargo inh cell count	bCat nuc transl	bCat nuc transl cell count 5 µM	MT stabilizer	MT stabilizer Hoechst-high %	MT stabilizer cytotoxicity %
O=C(/C=C/c1ccc2c(c1)OCO2)NCc1ccncc1	·	·	·	·	0.91	1023	·	·	i	0.146	0.127	0.556	-1.71	-0.8	1314	·	·	·
COc1ccc(OCC(=O)NNc2c3ccccc3nc3ccccc23)cc1	i	-8.3	63.8*	35.4*	1.43	1886	14.1%	17.9%	i	1.36	-0.223	-0.0507	-0.436	7.5	1077	1.1	2.0	7.1
CCCOc1ccc(N2C(=O)CC(N(CCc3ccc(S(N)(=O)=O)cc3)C(C)=O)C2=O)cc1 (stereo unspecified)	i	-7.2	4.8	-2.8	-0.21	1463	-10.7%	-11.8%	i	1.25	-0.069	0.0882	-1.54	-1.0	1411	3.8	2.0	7.2
CCCN(CC(=O)Nc1ccccc1C)C(=O)CCl	i	-1.5	-19.1	-10.4	2.39	863	-35.8%	-24.4%	i	-3.32	1.03	-2.22	-0.91	9.8	941	14.8	13.7	15.1
CC(CC(=O)Nc1ccc(F)c([N+](=O)[O-])c1)c1ccccc1 (stereo unspecified)	i	-15.8	5.4	-1.6	-0.17	1239	-6.7%	-11.6%	i	0.851	-0.024	0.232	-1.11	1.4	902	2.6	3.4	3.0
COc1cc(/C=C2/C(=O)c3cccc([N+](=O)[O-])c3C2=O)c(Br)cc1O	i	-5.6	2.1	10.6	0.37	1257	5.8%	37.5%	i	-3.52*	1.4*	-1.49*	-0.586*	1.2	432	2.8	2.3	3.3
Cc1ccsc1C(=O)OCC(=O)N1CC(=O)Nc2ccccc21	i	0.3	10.8	18.7	2.46	1143	-7.3%	-1.6%	i	0.0331	0.168	-0.132	0.21	-6.0	830	1.6	1.4	5.9
O=C(NCCC1=CCCCC1)c1ccc(Cl)c(S(=O)(=O)N2CCOCC2)c1	i	24.1	6.4	11.1	-0.1	1208	7.7%	2.9%	i	-0.664	-0.189	-0.39	-0.19	·	·	5.0	2.5	6.5
Cc1cc2c3c(c1)C1(C(=O)N3C(C)(C)CC2C)C(C#N)=C(N)Oc2cc(O)ccc21 (stereo unspecified)	i	0.6	7.2	5.3	-0.61	1293	23.0%	18.9%	i	-0.0392	0.709	0.168	-4.59	·	·	5.2	3.5	4.8
O=C(O)c1ccccc1SCc1nc2ccccn2c1Br	i	7.9	4.9	-7.8	0	1472	-1.2%	-3.3%	i	1.26	-0.167	1.29	-1.51	-0.4	1516	3.9	1.6	6.4
CCOc1ccccc1NC(=O)C12CC3CC(C1)CC(c1ccc(C)cc1)(C3)C2	i	9.4	-12.5	-0.3	-0.95	1039	8.0%	8.3%	i	1.21	-0.111	0.659	-1.44	-0.2	1356	1.8	1.2	7.2
O=C(NC1CC2CCCC(C1)N2Cc1cccs1)N1CCOCC1 (stereo unspecified)	i	-3.9	10.1	-0.1	0.71	1258	5.2%	8.1%	i	-0.261	-0.178	0.0594	-0.147	-3.1	924	1.3	1.5	6.2
Cc1nn(-c2ccccc2)c(N2CCCC2)c1/C=N/NC(=O)c1cc(-c2cccs2)nc2ccccc12	i	-3.9	-1.7	-0.9	-0.21	1395	16.0%	5.9%	i	-0.174	-0.0915	-0.297	-0.0215	3.9	1070	2.3	1.7	6.5
CCOc1nc(NCCO)nc(Nc2ccc([N+](=O)[O-])cc2)n1	i	10.9	6.9	2.9	0.38	1578	13.9%	14.1%	i	-0.651	-0.0413	0.0322	0.791	-1.6	1051	2.5	3.8	3.6
Cc1ccc(OCCn2cc(C#N)c3ccccc32)cc1	i	-1.5	27.6	18.0	·	·	6.8%	9.1%	i	2.3	-0.253	1.25	-0.836	-3.3	1169	5.1	3.2	4.6
CCOC(=O)c1ccc(CNCc2ccc(Br)cc2)cc1	i	6.3	13.7	24.8	0.03	1510	-12.5%	-12.0%	i	0.197	-0.0865	0.266	0.296	-0.6	547	2.3	2.4	4.4
Cc1ccc(CNC(=O)c2ccc(C#CC(C)(C)O)s2)cc1	i	6.7	4.6	11.2	·	·	-1.2%	-0.3%	i	-0.139	-0.225	-0.251	0.503	·	·	3.4	2.6	9.1
CN(c1ccccc1)S(=O)(=O)c1ccc(NC(=S)NC(=O)c2ccccc2)cc1	i	-6.6	29.9	34.8	-0.59	872	4.8%	-3.7%	i	-0.103	-0.208	0.0647	1.38	-0.8	1062	2.7	1.8	7.3
O=C1NCCN1c1ccc(CN2CCN(C3CCCCC3)C(CCO)C2)cc1 (stereo unspecified)	i	28.5	11.5	6.0	0.16	1415	10.5%	6.3%	i	3.15	-0.144	2.18	-2.15	0.7	1004	3.0	1.3	3.1
Fc1ccccc1C1c2[nH]c3ccccc3c2CCN1Cc1ccoc1 (stereo unspecified)	i	7.2	32.2	13.0	·	·	·	·	i	0.181	-0.269	0.414	0.537	0.4	1538	3.2	1.1	3.2
CN(C)C(C)(C)C#CC(O)(c1ccccc1)c1ccccc1	i	-0.9	4.9	-9.9	0.16	1569	3.1%	1.0%	i	1.83	0.275	0.659	-0.319	0.1	1007	1.6	2.2	9.8
Cc1cc(C)n2c(SCC(=O)Nc3ccc(F)cc3F)nnc2n1	i	-2.1	-10.7	-0.3	-0.17	1315	6.3%	5.0%	i	-0.601	-0.312	-0.61	0.871	-1.5	1134	2.0	2.4	0.9
Cc1noc(C)c1S(=O)(=O)N1CCCC(C(=O)NCc2ccccn2)C1 (stereo unspecified)	i	-8.2	-4.7	-14.6	0.63	1503	-1.4%	-3.9%	i	-0.942	-0.149	-0.435	0.279	-2.0	980	2.1	2.3	0.3
FC(F)(F)c1cccc(NC(=S)Nc2ccc(Cl)cc2Cl)c1	i	0.6	3.0	18.3	-0.3	1542	0.3%	-4.5%	i	-0.949	-0.22	-0.874	0.712	0.7	1342	1.2	0.2	12.1
CSc1ccc(/C=C/C(=O)c2ccc(NC(C)=O)cc2)cc1	i	13.7	21.3	18.6	-0.59	1909	13.4%	10.5%	i	0.671	-0.15	0.226	-1.12	-0.6	1093	5.2	1.5	1.6
Cc1ccc(C)c(-n2c(=O)c(C#N)cc3c(=O)n4ccccc4nc32)c1	i	19.0	11.2	5.0	-0.88	1237	-2.9%	8.1%	i	1.94	-0.191	1.08	-1.37	-0.7	1127	2.2	1.2	12.8
COc1ccc(S(=O)(=O)N2CCOCC2)cc1NC(=O)CO/N=C/c1ccccc1OC(F)F	i	-14.9	-11.9	-19.5	0.33	1228	3.2%	-1.2%	i	-0.424	-0.317	-0.605	0.784	-2.6	530	2.3	2.6	5.6
COc1cc(NC(=O)[C@@H](NC(=O)c2ccco2)C(C)C)c(OC)cc1NC(=O)c1ccccc1	i	-7.9	-9.4	13.3	0.07	1158	3.1%	4.5%	i	-1.04	-0.273	-0.487	1.24	-0.8	1020	4.4	3.2	9.5
CCOc1ccc(N=C2SC(C(=O)Nc3ccccc3C#N)C(N)=C2C(=O)Nc2ccc(Cl)cc2)cc1 (stereo unspecified)	i	5.9	15.9	13.2	0.07	1540	-1.8%	-9.1%	i	-0.375	-0.332	0.0339	-0.356	2.9	938	4.5	2.5	6.7
Cc1cc(=O)n2nc(N3CCC(C(=O)NCCc4ccccc4)CC3)sc2n1	i	15.2	1.7	6.5	-1.54	1135	-4.7%	-6.6%	i	2.5	-0.0615	2.37	-1.22	1.1	1129	2.9	1.6	2.8
Cc1nnc2c3ccccc3c(-c3cccs3)nn12	i	4.4	-15.7	9.2	-0.3	1171	-6.6%	-9.1%	i	-0.333	-0.203	0.186	0.575	-1.9	1100	3.2	1.5	3.0
OC12CCCCC1C(c1ccc3c(c1)OCO3)N(Cc1cccc(F)c1)CC2 (stereo unspecified)	i	-14.4	12.0	-6.8	-0.46	1218	7.7%	13.9%	i	-0.199	-0.0721	-0.0606	0.499	0.7	1129	2.1	2.1	13.3
O=C1CCCCCN1C(=O)c1cccc(C(=O)N2CCCCCC2=O)c1	i	1.8	4.2	8.0	0.8	1159	8.0%	12.2%	i	-0.527	-0.156	-0.0561	0.931	-5.3	998	2.7	4.1	7.7
CCOC(=O)c1sc(C)c2c1NC(C)(c1ccccc1)NC2=O (stereo unspecified)	i	-3.4	0.1	-44.0	-0.6	1254	-3.2%	3.5%	i	-0.891	-0.21	-0.274	0.884	4.4	1325	2.7	1.6	8.7
O=C(CSc1ncnc2[nH]ncc12)Nc1nc(-c2ccc(F)c(F)c2)cs1	i	12.6	25.5	10.9	-2.12	1076	11.2%	6.2%	i	-1.67	-0.303	-0.391	0.931	-0.6	1079	5.7	3.2	7.4
CC1CCN(S(=O)(=O)c2cccc(C(=O)Oc3ccc([N+](=O)[O-])cc3)c2)CC1	i	2.7	21.6	17.7	0.96	1381	13.7%	5.5%	i	-2.19	0.0556	-0.841	-0.856	-0.4	1136	2.2	2.3	10.9
COc1cc(/C=N/N(C)S(=O)(=O)c2ccc(C)cc2)cc([N+](=O)[O-])c1O	·	·	·	·	0.61	1090	·	·	i	-0.437	-0.135	0.398	-0.0416	0.7	1286	·	·	·
